D2 potentiator = positive allosteric modulators of human D2 dopamine receptor; P14416; HEK293 T-REx D2, calcium flux, EC20 dopamine potentiation; potentiation, % at 10 µM; actives 0.34% (n = 340,000);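 active means potentiation over 3 SD above the plate norm, cut at about 30% in these data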; further: 0% is about no effect
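Tetracycline-induced HEK293 T-REx cells force-coupled to calcium signalling expressed D2; compounds were pin-added after a 10 s baseline, read kinetically 180 s, then an EC20 dopamine challenge followed with a further 180 s calcium read.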
TRHR PAM = TRH receptor (human) allosteric enhancement. P34981. TRHR cells, fluo-8 calcium fluorescence, EC20 TRH enhancement. enhancement, % at 2 µM. actives 0.66% (n = 360,000). AID 493056; in the data active means enhancement above about 30%; further: 0% is about no effect
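Enhancer read-out: after compound pinning and an initial kinetic agonist-mode read, an EC20 of TRH (10 nM final) was injected and fluo-8 calcium signal (Ex 480/Em 530) followed at 1 s/cycle for 100 cycles in TRHR-expressing cells.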
Apoferritin bind = candidate novel general anesthetic via apoferritin binding. actives 0.074% (n = 350,000). apoferritin/1-aminoanthracene competitive binding, fluorescence. Potency, µM (highest dose often 77.5 µM), for the others: top-dose activity change, negative = displacement, hits mostly inhibitors; further: potency means the concentration at half of the fitted maximal effect; on the % scale 0 is the no-effect control and ±100 the full control effect; nearly all actives have a fitted effect of over 20% in size
Target sequence (P02791 2-175 limits assumed): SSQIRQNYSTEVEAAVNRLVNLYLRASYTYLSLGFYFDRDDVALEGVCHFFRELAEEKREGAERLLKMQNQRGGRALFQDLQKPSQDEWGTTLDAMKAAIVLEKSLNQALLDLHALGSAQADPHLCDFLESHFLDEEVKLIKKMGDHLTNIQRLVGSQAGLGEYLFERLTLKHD
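In PBS, apoferritin at 10 uM is loaded with 1-AMA from a 50% saturated solution. After 10 min of compound exposure at ambient temperature, reduced 535 nm fluorescence indicates probe displacement.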
RXFP1 agonist = agonists of human relaxin receptor RXFP1 | HEK293T-RXFP1 cAMP TR-FRET, 30 min; response scale: percent of porcine relaxin response, buffer zero | Q9HBX9 | actives 0.3% (n = 370,000) | Potency, µM (titrated, usually from 57.5 µM), without a hit: top-dose activation, most hits filed as activators; further: potency means the concentration at half of the fitted maximal effect; on the % scale 0 is the no-effect control and ±100 the full control effect; nearly all actives have a fitted effect of over 60% in size; many of its hits are not listed in these tables
Target sequence (Q9HBX9 whole entry, looked up): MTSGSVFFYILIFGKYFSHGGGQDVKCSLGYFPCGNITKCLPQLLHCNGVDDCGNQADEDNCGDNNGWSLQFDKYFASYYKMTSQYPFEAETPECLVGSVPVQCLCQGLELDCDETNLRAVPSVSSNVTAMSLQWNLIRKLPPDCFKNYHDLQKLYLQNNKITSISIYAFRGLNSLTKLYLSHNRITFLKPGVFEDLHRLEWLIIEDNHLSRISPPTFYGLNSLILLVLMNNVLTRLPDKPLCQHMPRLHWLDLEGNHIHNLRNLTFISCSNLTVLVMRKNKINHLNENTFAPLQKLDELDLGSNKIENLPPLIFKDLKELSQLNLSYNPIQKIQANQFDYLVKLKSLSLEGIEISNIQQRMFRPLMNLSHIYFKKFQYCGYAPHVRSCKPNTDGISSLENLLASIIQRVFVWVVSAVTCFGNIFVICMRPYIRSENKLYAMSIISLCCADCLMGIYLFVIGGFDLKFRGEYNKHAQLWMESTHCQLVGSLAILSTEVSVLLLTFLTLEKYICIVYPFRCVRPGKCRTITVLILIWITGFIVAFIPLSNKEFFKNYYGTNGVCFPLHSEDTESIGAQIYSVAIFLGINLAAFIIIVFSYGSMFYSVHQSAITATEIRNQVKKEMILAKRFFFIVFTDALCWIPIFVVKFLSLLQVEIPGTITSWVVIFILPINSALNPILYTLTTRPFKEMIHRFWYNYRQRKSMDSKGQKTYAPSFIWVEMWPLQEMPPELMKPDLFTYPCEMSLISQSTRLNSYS
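HEK293T cells stably expressing RXFP1 were pretreated with the PDE4 inhibitor Ro 20174, exposed to compounds for 30 min at 37C, lysed, and cAMP was read by TR-FRET. Data normalized to buffer (basal) and 29 nM porcine relaxin (100%).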
D1 agonist = agonists of human D1 dopamine receptor | AID 504660 | HEK293 T-REx D1 cells, calcium flux, agonist mode | activation, % at 2 µM | actives 1% (n = 360,000); in the data active means activation above about 30%; further: 0% is about no effect
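Tetracycline-induced HEK293 TREx D1 cells, force-coupled to calcium signalling, were dye-loaded with a no-wash calcium kit. Compound was pin-added after a 10 s baseline. Fluorescence was read kinetically at 1 cycle/s for 180 s, with calcium rises flagged as agonism.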
TRHR agonist = TRH receptor (human) agonism; TRHR cells, calcium flux fluo-8, FDSS agonist mode; actives 0.18% (n = 360,000); activation, % at 2 µM; in the data active means activation above about 30%; further: 0% is about no effect
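Agonist-mode FDSS calcium read (Ex 480/Em 530, 1 s cycles) in 1536-well TRHR cells with fluo-8 dye, after 10-cycle baseline and 23 nL compound addition; TRH at EC20 (10 nM final) added afterwards for the enhancer phase.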
RXFP1 antagonist = RXFP1 (human) relaxin receptor antagonism; Q9HBX9; HEK293-RXFP1, relaxin-stimulated cAMP HTRF, 30 min; stronger effect = lower value; activity change, negative = inhibition, % at 57.5 µM; actives 0.59% (n = 350,000); AID 1259400;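 active means activity change of -60% or lower, but not beyond a set lower limit; inconclusive means change between -60% and -40%, or beyond the set limit; inactive means change above -40%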; further: on the % scale 0 is the no-effect control and ±100 the full control effect
D1 PAM = enhances dopamine response at the human D1 receptor; P21728; HEK293 TREx D1 cells, calcium flux, dopamine EC20 potentiation; potentiation, % at 10 µM; actives 0.036% (n = 360,000); AID 504651; in the data active means potentiation above about 30%; further: 0% is about no effect
D1 antag = blocks dopamine activation of the human D1 receptor | AID 504652 | HEK293 TREx D1 cells, calcium flux, dopamine EC80; stronger effect = lower value | activity change, negative = inhibition, % at 10 µM | P21728 | actives 3.2% (n = 360,000); in the data active means activity change below about -30%; further: on the % scale 0 is the no-effect control and ±100 the full control effect
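Antagonism measured as reduced calcium response to an EC80 dopamine addition following 180 s compound pre-read; cells were inducible HEK293 Trex D1 plated overnight at 30 C, read kinetically at 1 cycle/sec.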
Active calls of the source: *; ? = inconclusive; · = not tested or not shown; [ ] = remark or other dose. Unless noted, the call rests on the fitted dose curve; in most records, active means well fitted curve in the direction sought with a large enough effect; inconclusive means small, poorly fitted or top-dose-only effect, or another doubt; inactive means no such curve, though single readings can be large; an effect the other way counts as inactive or inconclusive.

[1] Cc1noc(NS(=O)(=O)c2ccc(NC(=O)/C=C/c3ccc(C(C)C)cc3)cc2)c1C
[2] N#CCCN/N=C(\Cc1nc2ccccc2[nH]1)c1ccccc1
[3] CCOC(=O)C1CCCN(C(=S)Nc2ccc(Nc3ccccc3)cc2)C1 (stereo not drawn)
[4] Oc1c(Cl)cccc1C=Nc1cc(C(F)(F)F)ccc1N1CCCC1
[5] Cc1ccc(C)c(NC(=O)COC(=O)c2cccc(S(=O)(=O)N3CCCCC3)c2)c1
[6] Cc1cc(C)n2nc(CNS(=O)(=O)c3ccccc3)nc2n1
[7] CCOc1nc(N(C)C)nc(-n2nnc(C(C)=O)c2C)n1
[8] O=c1cc(O)c(-c2cccc(C(F)(F)F)c2)c(Cl)[nH]1
[9] FC(F)(F)c1cc(-c2ccccc2)nc(N2CCCCCC2)n1
[10] CCCc1cc(=O)oc2cc(OCC(=O)NCc3cccs3)ccc12

compound no.	1	2	3	4	5	6	7	8	9	10
TRHR agonist	0.0	0.0	-1.7	-0.5	0.0	0.8	0.4	-1.3	0.2	-0.6
Apoferritin bind	-17%	-18%	-7%	-23%	·	-9%	-7%	-5%	5%	-2%
D1 PAM	3	-10	-4	0	15	-2	-6	2	0	-4
TRHR PAM	0	0	4	2	-10	-8	-2	-3	0	-1
RXFP1 agonist	-1.4%	0.5%	0.8%	1.9%	-0.1%	0.6%	-0.1%	-1.1%	0.9%	6.0%
RXFP1 antagonist	-35	12	-4	-1	-8	7	2	2	1	-11
D1 agonist	4	7	-1	1	2	0	1	1	-1	3
D1 antag	-11	5	·	-6	-11	16	-14	-1	7	7
D2 potentiator	4	-14	1	-4	-15	1	13	4	3	2

[11] Cc1cc(NC(=O)CN2C(=O)NC(C)(c3ccc(OC(F)F)cc3)C2=O)no1 (stereo not drawn)
[12] CCOc1ccc(S(=O)(=O)N2CCC(C(=O)N3CCN(c4ccccc4F)CC3)CC2)cc1C
[13] COC(=O)c1ccc(NC(=O)CSc2nnc(-c3ccncc3)n2N)cc1
[14] O=C(c1ccccc1)N1CCN(C(=O)c2nn3c(C(F)(F)F)cc(-c4ccccc4)nc3c2Br)CC1
[15] CC1CCN(C(=O)CSc2nc(-c3ccc(F)cc3)cc(C(F)(F)F)n2)CC1
[16] Clc1ccc(-c2noc3ncnc(NCCCN4CCN(c5ccccc5)CC4)c23)cc1
[17] COc1ccc(NC(=O)CN(C)C(=O)c2ccc(C)s2)cc1
[18] COC(=O)c1ccccc1NC(=O)CSc1nnc2cc(C)c3cc(C)cc(C)c3n12
[19] CCOC(=O)c1c(N2C(=O)C3C4C=CC(C4)C3C2=O)sc2c1CCC(C)C2 (stereo not drawn)
[20] CCOc1ccc(NC(=S)N2CCC(NC(=O)C3CCCCC3)CC2)cc1

compound no.	11	12	13	14	15	16	17	18	19	20
TRHR agonist	4.3	-0.5	-3.0	0.5	-0.1	-0.1	0.2	-0.6	0.6	-0.2
Apoferritin bind	-11%	-17%	-12%	-10%	-4%	-7%	-8%	-10%	?	-2%
D1 PAM	-6	-3	-6	·	-1	-6	-10	4	0	·
TRHR PAM	1	-4	1	-4	17	4	-5	-2	-10	15
RXFP1 agonist	5.1%	-1.5%	-0.4%	-0.7%	?	-0.6%	1.5%	0.3%	0.8%	-2.0%
RXFP1 antagonist	-2	-5	-11	-8	·	·	3	-6	3	-2
D1 agonist	33*	0	2	1	1	0	-1	3	3	2
D1 antag	4	1	-6	-23	-11	-9	-11	0	7	3
D2 potentiator	18	-5	9	·	-2	-21	-8	11	-5	4

Look-ups from the entries so far.
In RXFP1 antagonist, no. 13 reads -11
In Apoferritin bind, no. 16 reads -7%
In D1 antag, no. 12 reads 1
In RXFP1 antagonist, no. 19 reads 3
In RXFP1 agonist, no. 17 reads 1.5%
In Apoferritin bind, no. 14 reads -10%

The list goes on:
[21] COc1ccc(C(=O)/C=C\N2CCOCC2)cc1
[22] COc1ccccc1Nc1sc(C(=O)c2ccc3c(c2)OCO3)c(N)c1S(=O)(=O)c1ccccc1
[23] CCC(C)Nc1nc(N)c([N+](=O)[O-])c(NCc2ccccc2)n1 (stereo not drawn)
[24] Cc1[nH]c(-c2ccco2)nc1C(=O)O
[25] CNC(=S)N(CCc1c(C)[nH]c2ccc(Cl)cc12)Cc1cccnc1
[26] O=C(O)C1CC(=O)N(Cc2ccccc2)C1 (stereo not drawn)
[27] Cc1ccc(-n2nc3c(=O)n(C(C)C(=O)NCc4ccc(Cl)cc4)nc(C)c3c2C)cc1 (stereo not drawn)
[28] CCCn1c(SCC(=O)N2CCCC2)nc2c1c(=O)n(C)c(=O)n2C
[29] CCN(CC)c1ccc(C=Nc2ccc(C#N)cc2)c(O)c1
[30] O=C(Nc1ccc2oc(-c3ccc(F)cc3)nc2c1)c1ccccc1F

compound no.	21	22	23	24	25	26	27	28	29	30
TRHR agonist	0.6	0.7	0.5	-0.6	-0.5	1.9	-2.6	0.2	-0.7	0.6
Apoferritin bind	-7%	195%[activator]	-10%	-6%	-16%	-7%	-4%	-4%	-23%	2%
D1 PAM	-4	-1	5	-2	-10	-12	-4	0	0	1
TRHR PAM	-2	-3	8	5	15	5	-5	2	3	0
RXFP1 agonist	3.3%	4.9%	2.3%	-0.5%	-2.3%	2.6%	1.3%	13%	3.7%	14%
RXFP1 antagonist	1	·	-16	-1	-11	2	-34	1	1	28
D1 agonist	4	4	0	2	31*	1	1	2	0	1
D1 antag	12	16	1	13	-25	-22	12	0	6	4
D2 potentiator	-4	11	-3	4	-4	·	-13	5	·	13

Full records from above. Screens in order: TRHR agonist | Apoferritin bind | D1 PAM | TRHR PAM | RXFP1 agonist | RXFP1 antagonist | D1 agonist | D1 antag | D2 potentiator
`Cc1noc(NS(=O)(=O)c2ccc(NC(=O)/C=C/c3ccc(C(C)C)cc3)cc2)c1C` is listed as 0.0 | -17% | 3 | 0 | -1.4% | -35 | 4 | -11 | 4
`COc1ccccc1Nc1sc(C(=O)c2ccc3c(c2)OCO3)c(N)c1S(=O)(=O)c1ccccc1` is listed as 0.7 | 195%[activator] | -1 | -3 | 4.9% | · | 4 | 16 | 11
`Cc1ccc(C)c(NC(=O)COC(=O)c2cccc(S(=O)(=O)N3CCCCC3)c2)c1` is listed as 0.0 | · | 15 | -10 | -0.1% | -8 | 2 | -11 | -15
`COC(=O)c1ccccc1NC(=O)CSc1nnc2cc(C)c3cc(C)cc(C)c3n12` is listed as -0.6 | -10% | 4 | -2 | 0.3% | -6 | 3 | 0 | 11
`Clc1ccc(-c2noc3ncnc(NCCCN4CCN(c5ccccc5)CC4)c23)cc1` is listed as -0.1 | -7% | -6 | 4 | -0.6% | · | 0 | -9 | -21

The listing continues.
[31] COc1ccc(C2/C(=C(/O)c3ccccc3)C(=O)C(=O)N2C)cc1 (stereo not drawn)
[32] O=C(CNC(=O)c1ccc(Cl)cc1)OCn1nnc2ccccc2c1=O
[33] COC(=O)C(C)N(C(=O)c1ccc(Cl)cc1)c1c(C)cccc1C (stereo not drawn)
[34] O=C1CC[C@@H](CN(Cc2ccccn2)Cc2nc(Cc3ccccc3)no2)N1
[35] CCCCCC(=O)NNC(=S)NC(=O)c1cccc([N+](=O)[O-])c1
[36] Cc1cccc(NC(=O)c2ccc(NCCO)c([N+](=O)[O-])c2)n1
[37] Cc1ccc(S(=O)(=O)N[C@@H](Cc2ccccc2)C(=O)N2CCC(C(=O)N[C@H](C(=O)O)C(C)O)CC2)cc1 (stereo partly drawn)
[38] COCc1ccc(C(=O)N2CCN(CC(=O)N3CCCC3)CC2)cc1
[39] O=C(O)/C=C/C(=O)NNC(=O)c1ccccc1Br
[40] Cc1ccc(NC2CCCN(C(=O)CN3C(=O)CSC3=O)C2)cc1C (stereo not drawn)

compound no.	31	32	33	34	35	36	37	38	39	40
TRHR agonist	0.0	0.0	0.6	0.7	-0.4	-1.1	0.5	-0.3	0.1	-0.6
Apoferritin bind	-7%	·	-22%	-7%	0%	-15%	1%	·	-12%	-15%
D1 PAM	-1	-5	3	5	0	-1	-2	0	-9	-2
TRHR PAM	0	2	5	13	1	-4	-4	-5	-3	0
RXFP1 agonist	0.3%	-1.9%	-0.2%	3.7%	-1.5%	-0.7%	0.1%	-0.3%	2.2%	0.7%
RXFP1 antagonist	-7	0	3	-1	1	-18	6	-2	-1	-10
D1 agonist	2	0	4	0	2	4	2	-1	-1	3
D1 antag	-6	9	-6	9	-3	-3	-9	-8	-41*	0
D2 potentiator	-3	-7	6	4	16	8	0	·	-8	6

[41] COc1ccc(S(=O)(=O)NCc2ccc3c(c2)OCO3)cc1OC
[42] CSc1ncc(Cl)c(C(=O)NCc2cccnc2)n1
[43] Cc1cc2oc(=O)cc(CN3CCN(S(=O)(=O)c4cccs4)CC3)c2cc1C(C)C
[44] O=C1c2ccccc2CC1Sc1nnc(-c2ccccn2)o1 (stereo not drawn)
[45] Cc1noc(C)c1COc1cccc(C(=O)N2CCN(C/C=C/c3ccccc3)CC2)c1
[46] Oc1c(C(c2ccccc2Cl)N2CCN(Cc3ccccc3)CC2)sc2nc(-c3ccco3)nn12 (stereo not drawn)
[47] COCC(=O)Nc1nc(-c2ccccc2)ns1
[48] Fc1cnc(Cl)nc1N1CCN(c2ccccc2)CC1
[49] C=CCc1cc(C)ccc1OCCOCCN1CCN(C)CC1
[50] O=C(CSc1nnc(-c2n[nH]c3ccccc23)n1-c1ccccc1)Nc1cccc(Cl)c1
[51] CCN(CC)S(=O)(=O)c1ccc(/C(O)=C(\C#N)c2nc3ccccc3n2C)cc1

compound no.	41	42	43	44	45	46	47	48	49	50	51
TRHR agonist	0.2	0.0	-0.4	0.0	0.4	0.0	-0.3	0.0	-0.3	1.2	-0.5
Apoferritin bind	-3%	8%	5%	-19%	-20%	?	-18%	-6%	-5%	-8%	-15%
D1 PAM	-8	-6	-4	-6	-8	0	-4	4	-2	-5	3
TRHR PAM	-2	8	-4	3	-6	0	4	-2	-2	3	-4
RXFP1 agonist	-3.4%	3.5%	-0.1%	3.7%	0.8%	1.7%	0.9%	-1.4%	-1.5%	0.0%	3.9%
RXFP1 antagonist	-1	-10	-4	-37	4	-5	-9	-1	-13	-5	-11
D1 agonist	0	4	6	0	9	-4	-3	2	6	7	3
D1 antag	-55*	-2	0	-12	-15	·	15	-3	-1	1	-7
D2 potentiator	5	-4	9	6	-10	10	17	9	-9	10	3

Screens deposited in PubChem by National Center for Advancing Translational Sciences (NCATS).

An excerpt; rates above refer to the full screens.
